High-throughput results from PubChem BioAssay.
M4 antag = human M4 muscarinic receptor antagonists, primary screen, CHO cells, Fluo-8 calcium fluorescence | AID 624125, 2012 | 360,000 compounds, 0.73% hits | CHO-hM4 cells, ACh EC80 | Muscarinic acetylcholine receptor M4 (Homo sapiens), P08173 | inhibition, % at 3 µM;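 active means inhibition above its plate's cutoff, the mean inhibition of sample wells plus 3 SD, cut at about 27% in these data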;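 further: 0% = acetylcholine EC80 with DMSO and 100% = DMSO without agonist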
Target sequence (P08173 whole entry, looked up): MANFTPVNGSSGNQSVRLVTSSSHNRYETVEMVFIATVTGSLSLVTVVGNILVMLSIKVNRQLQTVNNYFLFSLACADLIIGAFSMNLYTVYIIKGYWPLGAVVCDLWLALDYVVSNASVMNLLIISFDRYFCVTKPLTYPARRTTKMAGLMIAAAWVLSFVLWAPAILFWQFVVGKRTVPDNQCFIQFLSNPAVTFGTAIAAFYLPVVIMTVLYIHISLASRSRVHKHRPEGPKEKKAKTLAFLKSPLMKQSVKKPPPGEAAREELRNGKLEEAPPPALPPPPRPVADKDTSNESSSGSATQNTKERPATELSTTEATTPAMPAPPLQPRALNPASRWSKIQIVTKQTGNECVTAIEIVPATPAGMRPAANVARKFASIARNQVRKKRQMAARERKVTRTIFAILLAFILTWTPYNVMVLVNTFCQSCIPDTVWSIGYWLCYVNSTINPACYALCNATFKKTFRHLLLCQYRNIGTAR
M1 antag = human M1 muscarinic receptor antagonists, primary screen, CHO-K1 cells, Fluo-8 calcium fluorescence, 1536-well. CHO-K1 hM1, ACh EC80 antagonist. 360,000 compounds, 1.3% hits. Muscarinic acetylcholine receptor M1 (Homo sapiens), P11229. inhibition, % at 3 µM;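 active means percent inhibition above its own plate's cutoff, namely the mean of that plate's compound wells plus 3 SD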;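 further: peak over basal fluorescence ratio during 140 s after agonist addition; 0% = ACh EC80 plus DMSO and 100% = DMSO alone without agonist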
CHRM4 agonist = human M4 muscarinic receptor agonists, primary screen, CHO-K1 cells, Fluo-8 calcium fluorescence | Muscarinic acetylcholine receptor M4 (Homo sapiens), P08173 | CHO-K1 hM4/Gqi5; vehicle 0%, full acetylcholine response 100% | activation, % at 3 µM | 360,000 compounds, 0.14% hits;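 active means activation above the run mean over all test wells plus 3 SD, cut at about 32% in these data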;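 further: peak over basal fluorescence ratio per well then scaled between controls; 0% = DMSO wells and 100% = acetylcholine at EC100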
CHRM5 agonist = human M5 muscarinic receptor agonists, primary screen, CHO-K1 cells, Fluo-8 calcium fluorescence; Muscarinic acetylcholine receptor M5 (Homo sapiens), P08912; 360,000 compounds, 0.19% hits; CHO-K1 hM5 cells; 0% DMSO wells, 100% maximal acetylcholine response; activation, % at 3 µM;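 active means activation above the run's mean over test compounds plus 3 SD, cut at about 23% in these data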;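 further: signal is peak over basal fluorescence ratio across the kinetic read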
Target sequence (P08912 whole entry, looked up): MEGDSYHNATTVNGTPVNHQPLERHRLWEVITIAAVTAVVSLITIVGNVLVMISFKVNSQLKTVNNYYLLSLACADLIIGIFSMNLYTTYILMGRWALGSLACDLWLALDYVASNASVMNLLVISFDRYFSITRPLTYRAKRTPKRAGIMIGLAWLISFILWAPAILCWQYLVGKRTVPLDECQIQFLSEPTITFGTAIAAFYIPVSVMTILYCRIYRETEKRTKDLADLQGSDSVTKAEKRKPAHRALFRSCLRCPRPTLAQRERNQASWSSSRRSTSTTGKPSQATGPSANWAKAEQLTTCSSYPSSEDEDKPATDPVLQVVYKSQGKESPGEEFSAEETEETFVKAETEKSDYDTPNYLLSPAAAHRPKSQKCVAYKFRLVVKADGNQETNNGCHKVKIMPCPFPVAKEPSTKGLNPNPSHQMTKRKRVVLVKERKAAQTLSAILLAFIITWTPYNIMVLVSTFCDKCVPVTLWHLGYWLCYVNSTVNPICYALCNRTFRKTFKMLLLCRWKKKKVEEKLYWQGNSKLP
M5 PAM = human M5 muscarinic receptor positive allosteric modulators, primary screen, CHO-K1 cells, Fluo-8 calcium fluorescence; Muscarinic acetylcholine receptor M5 (Homo sapiens), P08912; CHO-K1 hM5, ACh EC20 PAM; 0% = ACh EC20, 100% = ACh EC100; activation, % at 3 µM; 360,000 compounds, 0.3% hits;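 active means activation above the run cutoff, the mean activation of all test compounds plus 3 SD, cut at about 18% in these data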
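Assay system – human M5 receptor in CHO-K1 cells · Read-out – % activation, ACh-normalized · Technique – Fluo-8 calcium fluorescence · Dosing – single-point, 3 µM nominal · Incubation – Fluo-8 loading 80 min at 37 °C plus 30 min room temperature · Repeats – singlicate, one well per test compound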
M4 PAM = human M4 muscarinic receptor positive allosteric modulators, primary screen, CHO-K1 cells, Fluo-8 calcium fluorescence. Muscarinic acetylcholine receptor M4 (Homo sapiens), P08173. CHO-K1 hM4/Gqi5, ACh EC20; 0% = ACh EC20, 100% = maximal ACh. activation, % at 3 µM. 360,000 compounds, 0.4% hits;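 active means activation above its plate's cutoff, the mean activation of sample wells plus 3 SD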; further: some results filed as inactive read as strong as hits
CHRM1 PAM = human M1 muscarinic receptor positive allosteric modulators, primary screen, CHO-K1 cells, Fluo-8 calcium fluorescence, 1536-well | CHO-K1 hM1, ACh EC20; 0% = ACh EC20, 100% = maximal ACh | activation, % at 3 µM | 360,000 compounds, 0.088% hits; in the data active means activation above about 19%, passing the limit was not always enough
CRFR2-BP ag = agonists of CRF-BP/CRF-R2 complex, primary screen, cell-based, HEK293, calcium dye fluorescence, uHTS | activation, % at 13.2 µM | calcium dye fluorescence (FLIPR); percent of saturating CRF peptide response | AID 588473, 2011 | 350,000 compounds, 0.46% hits;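 active means activation of at least 50%, plus an integration ratio under a set limit after plate pattern correction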;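 further: plate controls were neutral control wells without compound for no effect and CRF at EC100 for full effect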
CHRM5 antagonist = human M5 muscarinic receptor antagonists, primary screen, CHO cells, Fluo-8 calcium fluorescence; Muscarinic acetylcholine receptor M5 (Homo sapiens), P08912; CHO-hM5 cells, ACh EC80; inhibition, % at 3 µM; 360,000 compounds, 0.59% hits; AID 624040, 2012;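 active means inhibition above a per-plate cutoff, the mean of that plate's test compounds plus 3 SD, cut at about 27% in these data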;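 further: 0% = acetylcholine EC80 with DMSO and 100% = DMSO without agonist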
Numbers without * were called inactive; . = not tested or not shown.

SMILES	M4 antag	M1 antag	CHRM4 agonist	CHRM5 agonist	M5 PAM	M4 PAM	CHRM1 PAM	CRFR2-BP ag	CHRM5 antagonist
Cc1ccc(OCC(=O)c2cc(C)c(C)cc2C)c([N+](=O)[O-])n1	6	3	0	1	-2	-5	0	0.3	5
c1ccc(C2=NC(c3ccccc3)N=C(c3ccccc3)N2)cc1	3	-5	1	0	1	7	4	-1.8	0
CC(=O)Nc1ccc(S(=O)(=O)NNC(=O)C(=O)NNc2ccccn2)cc1	4	-16	0	-2	3	-3	11	0.2	5
CCOc1cc(CNCc2ccccn2)cc(Cl)c1OC	1	-13	3	-8	-1	5	12	0.3	11
CC1(c2nnnn2-c2ccc3c(c2)OCCO3)CCC(=O)N1CCCn1ccnc1 (centres undefined)	10	.	1	-1	-13	0	.	.	6
COC(=O)c1c(-c2ccc(OC)cc2)sc2ccc(N3CCOCC3)cc12	-12	3	1	2	1	12	1	2.7	1
CC(C)c1ccc(NC(=S)N2CCCC(c3ccc(F)cc3)=N2)cc1	2	5	0	-4	-6	-15	-5	4.1	8
CC(C)c1ccc(NC(=O)CSC(C)c2nc3ccccc3c(=O)[nH]2)cc1 (centres undefined)	-1	-7	1	-1	-4	-10	1	-2.3	8
O=C(N1CCOCC1)N(Cc1cccs1)C1CCCC1	-4	-21	1	-3	4	17	0	1.0	1
N#CC(c1ccccc1F)(c1ncc(C(F)(F)F)cc1Cl)N1CCOCC1 (centres undefined)	1	2	1	3	-3	8	6	-2.0	7
CC(C)N=C1SCC(C)(/C=N/O)S1 (centres undefined)	4	-11	1	-1	3	1	9	1.0	3
COc1ccc(OCC(=O)N(Cc2cccs2)C2CCS(=O)(=O)C2)cc1 (centres undefined)	5	-5	1	-1	-2	2	8	-0.6	9
O=C(NCCC1=CCCCC1)c1cnsn1	1	-7	0	-7	6	1	-2	-0.6	-5
COc1ccc(CCNC(=O)/C=C\c2ccccc2)cc1OC	-5	2	3	1	1	1	3	-3.5	-5
Cc1cccc(NC(=O)COC(=O)CCc2ccccc2)c1C	6	-13	0	0	1	3	6	0.6	3
Cc1cc(OCC(=O)NC(C)C)cc(C)c1Br	0	2	3	3	-6	-3	-3	-1.5	3
CCN(CC)S(=O)(=O)c1ccc(OC)c(-n2cnnn2)c1	-11	-13	3	-2	4	17	11	2.5	-11
COc1ccccc1N1CCN(C(=O)CCCCCn2c(=S)[nH]c3cc4c(cc3c2=O)OCO4)CC1	-16	13	14	1	-3	2	-6	-0.3	7
CC(C)=C1SC(N2CCN(c3ccc(C)cc3)CC2)=NC1=O	4	5	-2	2	1	8	2	2.2	3
CCN(CC)CCCNC(=O)CC1Oc2ccc(C)cc2NC1=O (centres undefined)	-3	8	1	-6	-2	-6	-14	-0.1	6
OC(CN1CCCCC1)Cn1c2ccccc2c2ccccc21 (centres undefined)	-2	21	3	-7	-10	-7	-18	-0.3	6
Cc1ccc(OCC(=O)NNC(=O)C2CCN(c3nccc(C)n3)CC2)cc1	-2	-16	0	2	3	5	18	-0.6	0
O=C(c1ccccc1C(=O)N1CCN(c2ccc(F)cc2)CC1)N1CCN(c2ccc(F)cc2)CC1	-9	-7	9	2	-6	3	6	0.8	5
N#CCc1nn(Cc2ccc(F)cc2)c(=O)c2ccccc12	-14	-9	8	-1	-1	-1	7	0.6	-12
CCOc1ccc(-n2cc(C(=O)NCCOC)c3cc(OC)c(OC)cc3c2=O)cc1	-7	-5	6	0	-4	-6	1	-1.0	2
O=C(Nc1oc2ccccc2c(=O)c1-c1ccccc1)c1ccco1	-3	-6	1	0	1	-4	4	3.1	1
CC(C)(C)NC(=O)C(c1ccc(-c2ccccc2)cc1)N(C[C@H]1CC[C@@H]([C@@H]2CC[C@H](CO)O2)O1)C(=O)c1ccccc1F (some centres undefined)	-20	-9	3	-2	-1	0	3	-6.5	-7
O=C1CC(NS(=O)(=O)c2cc(F)ccc2F)CN1c1ccc2c(c1)OCCO2 (centres undefined)	-4	-11	4	3	2	17	15	-0.8	-1
CCC1(CC)C(=O)N(C)C(=O)NC1=Nc1ccccc1	-5	-6	1	0	0	-4	8	0.2	-10
O=C(Nc1ccccc1N1CCOCC1)c1ccco1	-2	-10	0	-1	-1	2	11	0.3	5

An excerpt of these results, with values under each structure:
The line under a structure holds: M4 antag | M1 antag | CHRM4 agonist | CHRM5 agonist | M5 PAM | M4 PAM | CHRM1 PAM | CRFR2-BP ag | CHRM5 antagonist
- O=C(c1ccccc1C(=O)N1CCN(c2ccc(F)cc2)CC1)N1CCN(c2ccc(F)cc2)CC1
→ -9 | -7 | 9 | 2 | -6 | 3 | 6 | 0.8 | 5
- N#CCc1nn(Cc2ccc(F)cc2)c(=O)c2ccccc12
→ -14 | -9 | 8 | -1 | -1 | -1 | 7 | 0.6 | -12

More records:
SMILES	M4 antag	M1 antag	CHRM4 agonist	CHRM5 agonist	M5 PAM	M4 PAM	CHRM1 PAM	CRFR2-BP ag	CHRM5 antagonist
COc1ccc(N2C(=O)c3ccccc3C2=O)cc1	-3	-8	1	-2	0	7	8	-2.3	5
Cc1ccc(-c2ccc(CN3C(C(C)C)C(=O)N(Cc4cn(CCC5OCCO5)nn4)CCS3(=O)=O)cc2)c(C)c1 (centres undefined)	-1	-3	9	-2	-2	-9	7	.	-4
S=C(NCCc1ccccc1)Nc1ccc(Br)cn1	0	20	-2	-8	-8	-6	-2	1.6	8
O=[N+]([O-])c1nn(-c2ccc3c(c2)OCCO3)n(O)c1=NC1CCN(Cc2ccccc2)CC1	9	47*	1	-8	2	-12	-25	0.4	-6
CN(C)c1ccc(C(=O)OCc2cc(=O)n3ccsc3n2)cc1	-11	-10	1	1	-4	9	12	-3.5	13
CC(=O)N[C@@H](C)c1nc2ccccc2n1CCCN1CCN(c2nc(-c3ccc(C)cc3)cs2)CC1	-15	-8	3	-8	0	5	3	-2.1	10
O=C1CC[C@@H]2CC3(C[C@@H]4CCN1[C@H]24)Nc1cc(Cl)ccc1NC3=NC1CCCCC1 (some centres undefined)	-4	-3	2	-5	3	5	-2	0.1	2
N#C/C(=C\c1ccc(-c2cccc([N+](=O)[O-])c2)o1)C(=O)N1CCOCC1	-1	-4	3	4	5	-2	5	-0.3	-12
C=CCc1ccc(OCC(O)COc2ccc(CC=C)cc2OC)c(OC)c1	-7	-20	1	-1	-3	5	-6	0.5	5
COc1ccc(NC(=O)CCCSc2ccccc2)cc1	-15	-3	2	-6	0	-4	4	-6.4	2
O=C(CSc1nnc2ccccn12)NCc1ccco1	1	5	0	0	7	0	3	1.2	2
CCOc1cc(CNc2ccc(CNc3ncn[nH]3)cc2)ccc1OCc1ccccc1	2	-5	1	-1	-7	2	6	2.1	6
COc1ccc(CCNC/C=C/c2ccccc2)cc1	6	-8	3	-20	0	-7	1	-0.9	10
CC(/C=N/NC(=O)c1c(Br)cnn1C)=C\c1ccccc1	4	-9	2	1	-1	1	9	-0.8	-6
CC(C)N(C(=O)[C@H]1C[C@H](CC(=O)NCC23CC4CC(CC(C4)C2)C3)C(=O)N2CCc3c([nH]c4ccc(Cl)cc34)[C@]12C)C(C)C	-5	-14	-1	-1	-1	-2	5	1.5	4
CC1(C)C(=O)Nc2ccccc2N1C(=O)CN1C(=O)C(=O)N(C2CCCC2)C1=O	2	-9	1	-1	-4	4	9	-0.5	5
O=C1CC(C(=O)O)C(c2ccccc2)c2ccccc21 (centres undefined)	6	-2	0	4	-11	7	0	-2.6	8
Cc1cccc(C(C)C)c1NC(=O)C(C)OC(=O)Cn1cnc2c1c(=O)n(C)c(=O)n2C (centres undefined)	-1	17	0	1	4	3	-2	-0.3	2
CN(C)N=Nc1ccc(-c2cn(Cc3ccccc3)cn2)cc1	2	-18	1	-1	5	-9	9	-0.8	1
C/C=C/c1c(F)c(F)c(Oc2ccc(C(=O)O)cc2)c(F)c1F	8	-8	0	-5	0	-4	3	1.2	-1
O=C(Cn1c(C(F)(F)F)nc2ccccc21)Nc1ccccc1C(=O)O	-7	-8	0	-3	-5	8	10	-2.8	7
COc1ccc(/C=C/C(=O)C2C(=O)C=C(C)OC2=O)cc1O (centres undefined)	2	-7	2	2	-5	9	7	2.4	6
COc1ccccc1-c1nnc(-c2ccc(C)cc2)o1	1	11	2	-3	5	-4	0	-0.9	4
O=C(OCCN=C1NS(=O)(=O)c2ccccc21)c1ccncc1	15	0	1	-2	-6	-6	2	-1.5	4
CC(CN1C(C)CCCC1C)OC(=O)c1cccc(F)c1 (centres undefined)	4	11	1	-8	0	1	-12	-0.8	9
O=C(O)CCn1cc(/C=N/O)c(-c2cccc([N+](=O)[O-])c2)n1	5	5	1	-3	-3	2	-2	-0.4	3
CNn1cnc2ccsc2c1=O	3	-13	1	-1	4	1	11	0.0	7
Cc1ccc(-c2[nH]nc3c2C(c2ccsc2)C(C#N)=C(N)O3)cc1 (centres undefined)	8	-5	0	-2	-3	-5	7	1.3	2
Cc1cc(Cl)ccc1NC(=O)CCN1C(=O)NC(C)(C)C1=O	4	-5	1	1	2	-2	7	0.9	2
O=C(CNC(=O)c1ccc(OC(F)F)cc1)NCC1(N2CCOCC2)CCCCC1	-3	13	2	-4	-5	0	-9	0.5	19

An excerpt from above in order of number of heavy atoms, low to high:
SMILES	M4 antag	M1 antag	CHRM4 agonist	CHRM5 agonist	M5 PAM	M4 PAM	CHRM1 PAM	CRFR2-BP ag	CHRM5 antagonist
COc1ccccc1-c1nnc(-c2ccc(C)cc2)o1	1	11	2	-3	5	-4	0	-0.9	4
CC(CN1C(C)CCCC1C)OC(=O)c1cccc(F)c1 (centres undefined)	4	11	1	-8	0	1	-12	-0.8	9
O=C(O)CCn1cc(/C=N/O)c(-c2cccc([N+](=O)[O-])c2)n1	5	5	1	-3	-3	2	-2	-0.4	3
O=C(OCCN=C1NS(=O)(=O)c2ccccc21)c1ccncc1	15	0	1	-2	-6	-6	2	-1.5	4
Cc1ccc(-c2[nH]nc3c2C(c2ccsc2)C(C#N)=C(N)O3)cc1 (centres undefined)	8	-5	0	-2	-3	-5	7	1.3	2
O=C(CNC(=O)c1ccc(OC(F)F)cc1)NCC1(N2CCOCC2)CCCCC1	-3	13	2	-4	-5	0	-9	0.5	19

(continued)
SMILES	M4 antag	M1 antag	CHRM4 agonist	CHRM5 agonist	M5 PAM	M4 PAM	CHRM1 PAM	CRFR2-BP ag	CHRM5 antagonist
CN(c1ccc(C(=O)Nc2cccnc2)cc1)S(=O)(=O)c1ccc(Cl)cc1	-1	-9	7	-1	-2	-8	3	-0.5	-1
Cc1cc(Nc2cccc(Br)c2)c2ccccc2n1	7	4	9	-5	-5	-29	1	-0.1	11
O=C(Nc1cccnc1)c1cc(-c2cccc(Br)c2)nc2ccccc12	6	7	15	-3	-13	-9	1	3.2	22
CCOC(=O)c1c(-c2ccc(C)cc2)cn2ccccc12	-3	-9	-3	-8	-1	0	3	0.7	-4
